Screening results: PubChem, several laboratories
CaV13 FRET inh = Disruptors of the CACNA1D IQ motif to Ca2+-dependent inactivation inhibitor domain association, primary screening, Förster resonance energy transfer in intact living …. HEK cells, CFP/YFP FRET ICDI-IQ, plate reader, 10 min; percent FRET-ratio fall versus neutral wells. AID 743397. 340,000 tested, 0.098% active. inhibition, % at 12.3 µM;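 active = mean replicate inhibition of at least 30% and at least 1% of replicates passing that level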;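 note: 0% = median of the neutral control wells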
NR2E3 ag-1 = NR2E3 agonists in two-hybrid cells, primary screen, cell-based, luminescence, CHO-S, Gal4-NCOR/VP16-NR2E3; Photoreceptor-specific nuclear receptor (Homo sapiens), Q9Y5X4; luciferase; inhibition of corepressor binding, % at 3.98 µM; 360,000 tested, 0.35% active; AID 602229, 2012;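 active = inhibition above the mean of all tested compounds plus 3 SD, cut at about 70% in these data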;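 note: 0% = DMSO with NR2E3 transfected cells and 100% = cells lacking NR2E3 construct; higher means lower luciferase signal from less NR2E3 corepressor binding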
Peg3 promoter = Peg3 promoter-driven luciferase inhibitors, primary screen, cell-based, HeLa, luciferase luminescence. HeLa PEG-Prom luciferase reporter, overnight. inhibition, % at 20 µM. 360,000 tested, 1.7% active. AID 588405, 2011;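 active = inhibition of at least 50% at 20 µM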
PDI turbidity = inhibitors of human PDI, primary screen, biochemical, turbidity, single point, plate reader; Protein disulfide-isomerase (Homo sapiens), P07237; PDI insulin aggregation turbidity, A650, 90 min; inhibition, % at 10 µM; 350,000 tested, 0.052% active; AID 588391, 2011;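 active = mean inhibition across replicates of 30% or more, whatever share of single replicates reach that level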;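 note: absorbance from insulin aggregation driven by PDI reduction with DTT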
Target sequence (P07237 whole entry, looked up): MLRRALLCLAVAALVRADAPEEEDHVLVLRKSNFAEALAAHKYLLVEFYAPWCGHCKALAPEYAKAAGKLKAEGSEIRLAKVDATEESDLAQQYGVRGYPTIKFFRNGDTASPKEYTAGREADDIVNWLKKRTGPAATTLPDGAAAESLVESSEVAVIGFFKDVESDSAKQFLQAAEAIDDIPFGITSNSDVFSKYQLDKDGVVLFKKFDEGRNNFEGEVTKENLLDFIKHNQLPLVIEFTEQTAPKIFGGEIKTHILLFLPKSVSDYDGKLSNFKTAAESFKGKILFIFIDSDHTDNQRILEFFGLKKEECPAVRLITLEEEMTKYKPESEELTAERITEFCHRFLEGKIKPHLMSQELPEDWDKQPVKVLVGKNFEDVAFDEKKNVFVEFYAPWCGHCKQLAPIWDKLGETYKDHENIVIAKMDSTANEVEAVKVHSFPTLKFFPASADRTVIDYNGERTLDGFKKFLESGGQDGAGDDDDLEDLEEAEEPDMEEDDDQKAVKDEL
HIF-2a inh = HIF-2a reporter inhibitors, primary screen, luminescence, 786-0 RCC cells; 786-0 RCC cells HIF-2a reporter, luciferase luminescence, overnight; inhibition, % at 18.8 µM; 360,000 tested, 0.72% active;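 active = inhibition of the luminescence signal of 40% or more relative to plate controls, in a single-dose primary screen at 18.75 µM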
iPSC survival up = enhancers of single-cell hiPSC survival, primary screen, ATPlite luminescence. 100% = ROCK inhibitor wells, 0% = DMSO. survival enhancement, % at 20 µM. 360,000 tested, 0.044% active; in the data active = survival enhancement above about 18%;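 note: cells exposed to compounds for 16 hours before the ATP read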
NR2E3 ag-2 = inhibitors of NR2E3-RetCOR corepressor binding, primary screen, NR2E3 agonist project, biochemical, TR-FRET, GST-NR2E3, biotin-RetCOR | Photoreceptor-specific nuclear receptor (Homo sapiens), Q9Y5X4 | inhibition of corepressor binding, % at 4.78 µM | AID 2300, 2010 | 1536-well | 320,000 tested, 0.12% active;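 active = percent inhibition above the cutoff of mean plus 3 SD of all tested compounds, set per screening campaign, cut at about 20% in these data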;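 note: 0% = DMSO wells and 100% = biotin wells as full block of FRET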
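Material: NR2E3–RetCOR corepressor complex / Incubation: Compound–protein incubation for 5 h at 4 °C / Dosing: compound at 4.8 µM, single dose / Detection: time-resolved FRET / Benchmarks: high control biotin, low control 0.6% DMSO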
HTR2A ag = mouse Htr2a agonists via beta-arrestin recruitment, primary screen, cell-based, luminescence; 360,000 tested, 0.66% active; CHO-K1 mHTR2A beta-arrestin complementation; percent of 30 µM serotonin response; 5-hydroxytryptamine receptor 2A (Mus musculus), P35363; activation, % at 7.6 µM; AID 624169, 2012;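 active = activation above a run cutoff, the mean activation of all tested compounds plus 3 SD, cut at about 14% in these data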;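 note: 0% = plate median of compound wells and 100% = 30 µM serotonin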
Target sequence (P35363 whole entry, looked up): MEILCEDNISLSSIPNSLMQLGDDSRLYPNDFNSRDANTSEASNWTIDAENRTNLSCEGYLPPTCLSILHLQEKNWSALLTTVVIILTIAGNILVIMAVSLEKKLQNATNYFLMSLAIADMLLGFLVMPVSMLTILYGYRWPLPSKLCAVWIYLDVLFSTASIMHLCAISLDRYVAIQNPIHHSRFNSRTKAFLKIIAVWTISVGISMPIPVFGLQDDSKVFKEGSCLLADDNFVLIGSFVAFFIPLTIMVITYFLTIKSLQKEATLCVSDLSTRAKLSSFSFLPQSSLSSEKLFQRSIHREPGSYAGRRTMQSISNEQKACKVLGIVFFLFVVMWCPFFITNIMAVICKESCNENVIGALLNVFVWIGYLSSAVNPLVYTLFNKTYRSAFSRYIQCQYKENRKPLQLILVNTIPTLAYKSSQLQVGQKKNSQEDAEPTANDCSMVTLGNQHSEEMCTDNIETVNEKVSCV
Shn3 inh set2 = reduction of Shn3 3'UTR firefly luciferase signal, primary screen, Schnurri-3 inhibitor project, cell-based, Clone20 osteoblasts, set 2. Clone20 osteoblast Shn3 3'UTR firefly luciferase, 24 h. inhibition, % at 12.5 µM. 360,000 tested, 0.52% active. AID 588674, 2011;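 active = mean inhibition of at least 75% with every replicate also reaching 75%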;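 note: 0% = median of neutral control wells and 100% = pilot-screen positive control compound; some compounds past the cut are filed as inactive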
MITF TRPM1 inh = inhibitors of MITF-dependent TRPM1 promoter reporter, primary screen, cell-based, SK-MEL-5, single point, luciferase; SK-MEL-5 TRPM1 promoter luciferase, 24 h; inhibition, % at 12.5 µM; 330,000 tested, 0.83% active; AID 488899, 2010;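 active = mean inhibition across replicates of 60% or more, whatever share of single replicates reaches that level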; note: values of inactives mirror those of a sister screen read the other way
H9c2 protect = cardioprotection against H2O2-induced cell death, primary screen, uHTS, H9c2 cells, ATPLite luminescence. H9c2 cardiomyocytes, H2O2 injury protection, 2 h. protection from H2O2 cell death, % at 20 µM. 360,000 tested, 0.63% active;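 active = compounds giving at least 50% protection of heart cells from peroxide-induced death in the single-dose screen, raw or plate-pattern-corrected value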;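 note: 0% = DMSO wells with peroxide and 100% = DMSO wells without peroxide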
* = called active by the depositor; nt = no result given.

SMILES | CaV13 FRET inh | NR2E3 ag-1 | Peg3 promoter | PDI turbidity | HIF-2a inh | iPSC survival up | NR2E3 ag-2 | HTR2A ag | Shn3 inh set2 | MITF TRPM1 inh | H9c2 protect
COc1ccc(Cl)cc1NC(=O)CN(C)C(=O)c1sc2ccccc2c1Cl | -6 | -5 | 33 | -1 | 9 | -0.5 | 1 | -10 | 28 | 8 | -11
CCCCNC(=O)C1c2ccccc2OCC(=O)N1CC(F)(F)F (stereo not drawn) | -3 | -17 | nt | nt | -1 | 0.1 | nt | 8 | nt | nt | nt
CCC(C)(C(=O)NC1CCCC1)N(C)C(=O)c1ccccn1 (stereo not drawn) | nt | 7 | 7 | 9 | 11 | -0.5 | -1 | 10 | -23 | 3 | -6
COc1ccc(S(=O)(=O)CCC(=O)NCCc2cccc(C)c2)cc1 | -8 | -15 | 2 | 1 | 0 | 1.2 | 2 | -2 | -27 | -5 | 2
COc1cc(-n2nnnc2SCC(=O)N2CCN(c3ccc(F)cc3)CC2)c(OC)cc1Cl | nt | -36 | 15 | 2 | 14 | 1.9 | nt | -7 | 48 | -5 | -8
COc1cc(Cl)ccc1OCc1cc(C(=O)N(C)CCc2c(C)n[nH]c2C)no1 | -4 | -7 | -11 | 8 | -39 | -0.4 | -4 | -11 | 2 | -11 | 0
Cc1cc(C(=O)CN2C(=O)C(=O)N(C3CCCC3)C2=O)c(C)n1CCc1ccc(F)cc1 | -3 | 15 | -2 | 0 | -1 | 0.7 | 1 | -6 | 6 | 17 | 4
COc1ccc(N(CC(=O)NC2CC3CCC2C3)S(=O)(=O)c2ccccc2)cc1OC (stereo not drawn) | -2 | 9 | -9 | -1 | 0 | 0.3 | 2 | -4 | 3 | -13 | 6
CC(O)(c1ccc(Cl)cc1)C(c1ccccc1)c1ccccn1 (stereo not drawn) | -7 | 9 | 30 | 2 | 3 | -0.8 | nt | -1 | 10 | -2 | -10
Cc1noc(C)c1-c1ccc(C(=O)NCC(C)C)c2occc12 | -5 | -8 | -77 | -10 | -162 | -0.4 | nt | 4 | -4 | nt | 0
O=S1(=O)CC(N2CCN(Cc3ccccc3F)CC2)CN1Cc1cn(Cc2cccc(C(F)(F)F)c2)nn1 (stereo not drawn) | -4 | -2 | nt | nt | 1 | -0.6 | nt | 13 | nt | nt | nt
CCOC(=O)C1(C)Oc2ccc(S(=O)(=O)CC)cc2NC1=O (stereo not drawn) | 2 | -8 | 11 | -3 | 9 | -0.5 | 1 | 13 | -2 | -7 | -9
CNC(=O)CSc1nnc(-c2ccccc2)n1C | -7 | -18 | 0 | -3 | 0 | -0.8 | 2 | 1 | 4 | -5 | -4
Cc1ccc(NC(=S)NCc2cccn2C)cc1 | -3 | -17 | -24 | -3 | -86 | -1.7 | 5 | 2 | 0 | -4 | 8
COC(=O)c1ccccc1C(=O)c1c(C)cc(C)cc1C | -10 | -16 | nt | nt | -42 | -2.4 | nt | -1 | nt | nt | nt
CNC(=S)N/N=C/c1c(C)cccc1Cl | -6 | 3 | -6 | -2 | -8 | -0.1 | -3 | 3 | 3 | 1 | 0
COc1ccc(S(=O)(=O)Nc2nc3ccccc3nc2Nc2cccc(C(=O)O)c2)cc1 | -14 | -5 | -4 | -8 | 6 | -0.3 | -1 | -6 | -39 | 0 | -4
CC[C@]12c3[nH]c4ccc(Cl)cc4c3CCN1C(=O)[C@@H](CC(=O)NCCCN(C)C)C[C@@H]2C(=O)N1CCN(C(=O)C2CC2)CC1 | -10 | -33 | -12 | 6 | 9 | 0.5 | nt | -2 | -17 | 7 | 0
CCn1c(CCNC(=O)c2ccc(OC)cc2)nnc1SCC(=O)Nc1ccccc1F | -7 | 20 | -24 | 11 | -20 | -0.4 | 2 | 5 | -4 | -7 | 8
COc1cc(CC(=O)NCC2CCCCC2)cc(OC)c1OC | -19 | -14 | -7 | 7 | 14 | 1.8 | 2 | 3 | 15 | -3 | 2
O=C(N/C(=C\c1cccnc1)c1nc2ccccc2[nH]1)c1cccc(Br)c1 | -14 | 10 | -4 | -4 | 8 | 1.3 | -2 | -4 | -9 | -2 | 7
CC1CCCCC1NC(=O)NC(=O)COC(=O)c1nccnc1N (stereo not drawn) | -6 | 3 | 3 | 11 | 6 | 3.5 | nt | 3 | -5 | -11 | 8
CCCc1cc(=O)oc2cc(OCc3cc(OC)c(OC)c(OC)c3)c(Cl)cc12 | -4 | -20 | 11 | -4 | 19 | 2.1 | 1 | -1 | 7 | 9 | -20
CC(NC(=O)c1cnc2ccccc2n1)c1ccccc1 (stereo not drawn) | -2 | -5 | -54 | 10 | -105 | 0.3 | 7 | -4 | -15 | 6 | -5
CSCC[C@H](NC(=O)OC(C)(C)C)C(=O)N/N=C/c1cccc2cccnc12 | 3 | -4 | 13 | -13 | 13 | 0.4 | 3 | -10 | 5 | 12 | 52*
C/C=C/c1ccc(OCC(=O)Nc2cc(Cl)ccc2-n2cncn2)c(OC)c1 | -1 | 6 | -11 | 21 | -12 | 0.8 | 2 | 0 | -2 | -3 | 5
Oc1ccc(Br)cc1CNc1cnc2ccccc2c1 | -3 | -11 | -28 | -4 | -17 | 0.1 | 0 | -7 | 8 | -6 | -14
Clc1ccc(-c2cc(COc3ccc4ccccc4c3)no2)cc1 | nt | -6 | 8 | 12 | 21 | -2.0 | 3 | 3 | -3 | 8 | 0
O=C(c1ccc(O)c(Br)c1)c1cc(Br)ccc1O | -7 | 85* | 36 | 2 | -2 | 3.6 | nt | 1 | -7 | 9 | -16
CCCCOCCCNC(=O)Cc1ccccc1OC | nt | -18 | -9 | 1 | 13 | -0.3 | 0 | 0 | -15 | 8 | -2
CN(CCOc1ccccc1)S(=O)(=O)c1ccccc1C#N | -2 | 12 | -10 | -3 | -37 | -0.2 | 2 | 10 | 0 | -15 | -1
O=C(c1ccc(N2CCCS2(=O)=O)cc1)N1CCN(c2ccccc2)CC1 | -2 | -6 | -19 | -2 | -41 | -0.1 | 2 | -2 | 9 | 1 | 0
CCS(=O)(=O)N1Cc2ccccc2CC1C(=O)Nc1nc2ccccc2s1 (stereo not drawn) | -4 | -2 | -146 | 3 | -46 | 0.3 | -1 | -2 | -21 | -2 | -10
CCOc1ccc2nc(NCCNC(=O)Nc3ccccc3)c(C#N)cc2c1 | -10 | -17 | 38 | 0 | 11 | 0.0 | 3 | 1 | 64 | 28 | -6
COc1cc(OC)cc(C(=O)NNC(=O)Cc2ccc(OC)c(S(=O)(=O)N3CCOCC3)c2)c1 | -5 | -13 | -14 | -1 | 24 | -1.8 | 1 | 7 | 59 | 5 | 2
CC(C)(C)c1cc(/C=C2\NC(=O)NC2=O)cc(C(C)(C)C)c1O | -2 | 2 | 27 | 3 | 27 | 0.2 | -1 | -3 | 6 | 21 | 4
CCOc1cccc2sc(NC(=O)CCS(=O)(=O)c3ccccc3)nc12 | nt | -17 | 53* | 0 | -57 | 0.3 | 4 | 0 | 12 | 13 | 0
COc1ccccc1CN(C)CC(=O)Nc1cccc(S(=O)(=O)N2CCCC2)c1 | -5 | 7 | 4 | 4 | 6 | 0.2 | nt | -3 | 72 | -9 | -4
Oc1ccc(Br)cc1/C=N/Nc1ccccn1 | -20 | 87* | -40 | 3 | -178 | -1.0 | 1 | -25 | 79 | -7 | 27
Cc1cc(NC(=O)CSc2ncnc3sccc23)no1 | -7 | -7 | 12 | 18 | -2 | -1.4 | -1 | 6 | -3 | 5 | 13
Cc1c(Cl)cccc1NC(=O)CCCCCN1C(=O)CCC1=O | -3 | -12 | -4 | 1 | -8 | -2.1 | -1 | 3 | 18 | 7 | -3
Cc1ccc(CCN2C(=O)CCC2(C)C(=O)NC2CCCC2)cc1 (stereo not drawn) | -5 | -3 | 1 | -2 | 7 | -1.9 | 7 | 5 | -4 | nt | 2
N#Cc1c(-c2ccc(Cl)cc2)ccn2nc(C3CCCCC3)nc12 | -5 | -45 | -156 | 4 | -158 | 0.1 | 3 | 2 | -36 | -92 | -2
Cc1ccccc1C(=O)NC1CCN(CC(=O)Nc2nccs2)CC1 | -2 | 7 | 6 | -3 | 17 | -3.6 | -1 | -6 | 8 | 6 | -2
Cc1cc(CN(C)C(=O)c2ccc3nc(Cc4ccccc4F)oc3c2)n[nH]1 | -3 | -31 | 3 | 5 | 3 | -0.4 | 2 | -3 | 2 | 7 | 2
Fc1ccc(Nc2nc3ccccc3s2)cc1 | -4 | -102 | -343 | -4 | -334 | 0.0 | 3 | -4 | -48 | -67 | -9
CCN(CC)c1ccc(NS(=O)(=O)c2ccc3c(c2)oc(=O)n3C)c(C)c1 | -3 | -12 | 5 | nt | 4 | -0.8 | 1 | 4 | 26 | nt | 2
O=C(CSc1nc2c(cnn2-c2ccccc2)c(=O)[nH]1)N1CCOCC1 | 1 | -23 | 3 | 3 | 16 | -1.0 | 2 | -1 | -10 | -2 | 15
CC(=O)c1ccc(N2CCN(C(=S)Nc3ccccc3C(F)(F)F)CC2)cc1 | -7 | 10 | 3 | 2 | 18 | 1.3 | 6 | 2 | 51 | 7 | 1
O=C(/C=C/c1cccc(Cl)c1)Nc1ncccn1 | -2 | 18 | -128 | 0 | -135 | -0.7 | 3 | -3 | -15 | -41 | -4
c1ccc(N2CCN(Cc3cnc(N4CCOCC4)s3)CC2)cc1 | -5 | -2 | 19 | 3 | 8 | 0.1 | 2 | -4 | 12 | 15 | -3
CC(C)NC(=O)c1n[nH]c(=O)c2ccccc12 | -4 | -3 | 9 | -11 | 12 | 1.6 | 1 | 4 | -14 | 4 | 31
Cc1ccc(CNS(=O)(=O)c2cc3c(cc2C)N(C)CCO3)cc1 | 5 | -14 | 17 | nt | 19 | 6.0 | 0 | -6 | -31 | nt | -9
C[C@@H]1CN([C@@H](C)CO)C(=O)c2cc(C#Cc3ccccc3)cnc2O[C@@H]1CN(C)Cc1ccccn1 | -9 | -19 | -12 | 4 | 6 | -1.8 | nt | 0 | 2 | nt | 8
O=C(Cc1cccs1)NCc1cccc(Br)c1 | -3 | -57 | -155 | 4 | -180 | 0.7 | nt | -3 | -52 | -62 | -4

Compounds were not picked by outcome; about 3.9% have a hit in one of these screens.
